D2 antag: D2 dopamine receptor (human) antagonism | P14416 | 2% of 340,000 active | inhibition, % at 10 µM | AID 485344 | HEK293 TREx D2 cells, calcium flux, dopamine EC80; in the data active = inhibition above about 30%; note: 0% is about no effect
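Calcium flux kinetic readout in an inducible HEK293 TREx D2 line plated overnight at 30 C. After 180 s compound exposure, an EC80 dopamine challenge follows with another 180 s kinetic read to detect antagonism.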
ERG Ets-DNA blk: inhibitors of human ERG Ets domain-DNA interaction | P11308 | fluorescence polarization, His-ERG Ets domain / labelled DNA | Potency, µM (series often up to 76.9 µM), for the others: at the top dose FP activity, negative = inhibition, usual class: inhibitors | 0.028% of 370,000 active | AID 624246; active = well fitted inhibition curve with a large enough effect in the polarisation, with a control signal flat; inconclusive = small, poorly fitted or top-dose-only effect, or effect the other way, or a change in a side signal; inactive = no such curve, though single readings can be large or run the other way; the % refers to the polarisation;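 note: polarization taken with two DNA probes labelled with fluorescein and Texas red; potency is the fitted concentration of half-maximal effect; % of control where 0% means no effect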
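His-tagged ERG Ets domain (1 uM in the protein solution; 300mM KCl, 50mM Tris-HCl, 1mM EDTA, 1mM DTT, pH 7.5) received compound, then a probe mix of 5 nM fluorescein-DNA and 100nM Texas-615-DNA. Fluorescence polarization was read for both dyes.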
12-LOX inh: ALOX12 (human) lipoxygenase inhibition. P18054. 1.1% of 580,000 active. Potency, µM (doses to about 108 µM), without a hit: top-dose activity change, negative = inhibition, hits mostly inhibitors. purified 12hLO, xylenol orange hydroperoxide absorbance; note: potency is the fitted concentration of half-maximal effect; % is set by controls: 0 for no effect and ±100 for the full control effect
Target sequence (P18054 whole entry, looked up): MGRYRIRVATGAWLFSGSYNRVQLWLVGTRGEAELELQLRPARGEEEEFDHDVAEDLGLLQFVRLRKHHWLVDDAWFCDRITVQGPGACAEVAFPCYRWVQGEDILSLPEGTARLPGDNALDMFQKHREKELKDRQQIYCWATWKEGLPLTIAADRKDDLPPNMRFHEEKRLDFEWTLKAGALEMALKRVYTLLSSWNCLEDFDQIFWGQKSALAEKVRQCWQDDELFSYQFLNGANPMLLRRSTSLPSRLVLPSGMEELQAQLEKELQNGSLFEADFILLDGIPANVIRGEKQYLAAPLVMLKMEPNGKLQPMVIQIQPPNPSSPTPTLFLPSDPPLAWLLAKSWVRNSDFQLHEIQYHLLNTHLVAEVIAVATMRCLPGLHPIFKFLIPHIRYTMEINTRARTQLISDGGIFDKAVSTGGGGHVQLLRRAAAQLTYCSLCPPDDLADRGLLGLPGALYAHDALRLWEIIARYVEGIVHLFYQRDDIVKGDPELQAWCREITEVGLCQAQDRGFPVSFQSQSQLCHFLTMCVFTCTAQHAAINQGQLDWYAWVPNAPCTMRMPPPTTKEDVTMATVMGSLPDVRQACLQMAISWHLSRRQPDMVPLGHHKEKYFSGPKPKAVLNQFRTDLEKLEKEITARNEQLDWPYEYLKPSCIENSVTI
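Hydroperoxide product was detected by ferrous iron/xylenol orange as the 573 to 405 nm absorbance ratio. Arachidonic acid at 40 uM (final) was turned over for 30 min at room temperature by 150 nM human 12hLO, pH 7.0 Hepes buffer, after 15 min compound preincubation.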
Vif-A3F inh: Vif-A3F binding inhibition; Potency, µM (highest dose often 46.1 µM), for the others: top-dose activity, negative = active; HeLa A3F-eYFP + Vif (tagged APOBEC3F with the HIV-1 protein that degrades it), YFP fluorescence increase; 0.2% of 390,000 active; note: potency is the fitted concentration of half-maximal effect; % of control where 0% means no effect; nearly all actives have a fitted effect of over 65% in size
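HeLa cells stably expressing Vif plus C-terminally eYFP-tagged A3F were seeded, incubated overnight at 37 deg C, dosed with compound, incubated overnight again at 37 deg C. Yellow fluorescence (Ex 488/Em 500-530) reported blocked Vif-mediated A3F-eYFP degradation.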
Vif-APOBEC3G blk: inhibitors of Vif-APOBEC3G interaction. Potency, µM (titrated, usually from 46.1 µM), without a hit: at the highest dose activity, negative = active, most hits filed as inhibitors. 0.076% of 410,000 active. HeLa A3G-eYFP + Vif (tagged APOBEC3G with the HIV-1 protein that degrades it), YFP fluorescence, overnight. Q9HC16;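 note: potency is the fitted concentration of half-maximal effect; % is set by controls: 0 for no effect and ±100 for the full control effect; nearly all actives have a fitted effect of over 60% in size; hits raise eYFP signal because A3G escapes Vif-driven loss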
Target sequence (Q9HC16 whole entry, looked up): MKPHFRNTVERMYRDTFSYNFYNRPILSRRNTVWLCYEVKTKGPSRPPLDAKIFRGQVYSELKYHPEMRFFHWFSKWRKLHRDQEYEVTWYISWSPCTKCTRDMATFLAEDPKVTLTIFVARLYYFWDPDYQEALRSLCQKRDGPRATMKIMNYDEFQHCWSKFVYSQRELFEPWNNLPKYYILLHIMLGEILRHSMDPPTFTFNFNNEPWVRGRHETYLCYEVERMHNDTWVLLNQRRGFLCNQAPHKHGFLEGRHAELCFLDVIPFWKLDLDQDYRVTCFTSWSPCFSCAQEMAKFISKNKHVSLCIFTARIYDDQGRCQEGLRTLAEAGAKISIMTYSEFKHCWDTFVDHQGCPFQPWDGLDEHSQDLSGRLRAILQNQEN
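HeLa cells stably expressing Vif and C-terminally eYFP-tagged A3G, seeded overnight at 37 deg C, then exposed to compound by pintool overnight at 37 deg C. Rise in yellow fluorescence (Ex 488/Em 500-530, Acumen) marks blocked Vif-driven A3G degradation.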
D2 agonist: activates the human D2 dopamine receptor; activation, % at 2 µM; AID 485358; HEK293 T-REx D2 cells, calcium flux agonist mode; P14416; 0.53% of 340,000 active;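 active = activation over 3 SD above normal in the single-dose calcium agonist read, cut at about 30% in these data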; note: 0% is about no effect
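Agonism is scored from calcium flux in a force-coupled, inducible HEK293 cell line expressing D2, read kinetically for 180 s after compound addition against dopamine controls.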
GRP78 ERSR act: ER stress response induction in glioma. U87-MG GRP78 promoter luciferase reporter, 16 h. Potency, µM, for inactives: at the top dose activation, most hits filed as activators. 0.02% of 420,000 active. AID 602332; note: potency is the fitted concentration of half-maximal effect; series mostly up to about 76 µM; % of control where 0% means no effect; nearly all actives have a fitted effect of over 35% in size
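Stably transfected U87-MG human glioma cells carrying a GRP78-based luminescent sensor were seeded at 1000 cells/well, pin-dosed with compounds and incubated 16 h. Luciferase reagent was then added, and end-point luminescence was read after 10 min at room temperature.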
RGS4 inhibitor: inhibitors of human regulator of G protein signaling 4; P49798; Transcreener GDP fluorescence polarization, RGS4-accelerated GTP hydrolysis; Potency, µM (series often up to 114 µM), without a hit: top-dose activity change, negative = inhibition, usual class: inhibitors; 0.039% of 390,000 active; AID 504845; note: potency is the fitted concentration of half-maximal effect; % is set by controls: 0 for no effect and ±100 for the full control effect; nearly all actives have a fitted effect of over 75% in size; some results filed as inactive show a strong effect at the top dose
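MLSMR compounds (23 nl, pin-transferred) preincubated 10 min at room temperature with a 500nM (2x) first reagent, then RGS4 at 900nM (2x) plus Transcreener GDP mix added; fluorescence polarization (620/688 nm) read before and after 90 min at 30 °C.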
LDHA block: LDHA (human) enzyme inhibition; P00338; purified LDHA, NADH/diaphorase-resazurin fluorescence; active compounds read low; activity change, % (values are at about 110 or 230 µM); 0.15% of 480,000 active; AID 1347041; in the data active = activity change below about -30%; inconclusive = mostly about -25% to -30%;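 note: plate controls were DMSO wells for no effect and wells without enzyme for full effect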
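Human LDH5 at 2 nM final in Tris HCl pH 7.4 with 0.06 mM NADH and 0.2 mM pyruvate, reacted 5 minutes at room temperature. Remaining NADH coupled via diaphorase/resazurin; resorufin fluorescence read at 0 and 20 minutes, normalized to enzyme-free and DMSO wells.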
* hit, by the source's call; ? = inconclusive; nt = no result given; [ ] = remark or other dose. Unless noted, calls come from the whole dose curve; as a rule, active = well fitted curve in the direction sought with a large enough effect; inconclusive = small, poorly fitted or top-dose-only effect, or another doubt; inactive = no such curve, though single readings can be large; an effect the other way counts as inactive or inconclusive. The list is partial; count on the stated rates, not on these rows.

SMILES | D2 antag | ERG Ets-DNA blk | 12-LOX inh | Vif-A3F inh | Vif-APOBEC3G blk | D2 agonist | GRP78 ERSR act | RGS4 inhibitor | LDHA block
COc1ccc(OC)c(NC(=O)CSc2nnc3ccc(-c4ccncc4)nn23)c1 | -17.0 | 3.7% | -8.8% | 12.9% | -0.6% | 0.8 | -4.2% | -19.2% | 0.2
COc1ccc(S(=O)(=O)NCC(c2cccnc2)N2CCN(C)CC2)cc1C (centres undefined) | 4.1 | 7.6% | 11.5% | 2.5% | 2.2% | -0.3 | -2.3% | -14.4% | -2.9
Cc1[nH]n(-c2ccccc2)c(=O)c1C(c1cc(Cl)ccc1O)c1c(C)[nH]n(-c2ccccc2)c1=O | nt | 3.9% | ? | -5.4% | 23.1% | 0.0 | -2.7% | ? | -4.0
CCOC(=O)C1CCN(S(=O)(=O)c2nc3nc(C)cc(C)n3n2)CC1 | 12.1 | -10.1% | -6.7% | -1.5% | 1.1% | 1.0 | -2.9% | -3.5%[11.4 µM] | 0.2
Cn1nc(CC(=O)Nc2cccc3ncccc23)c2ccccc2c1=O | 4.9 | 6.1% | 0.0% | 1.9% | 3.9% | 0.0 | -2.3% | -6.2% | 2.0
COc1ccc(Cn2c(C(=O)O)c(CNCCc3cccs3)c3ccc(OC)cc32)cc1 | nt | 1.7% | -23.5% | -1.1% | -3.5% | 0.3 | -3.3% | -3.2% | 2.2
CC(=O)C1=C(O)C(=O)N(c2ccc(Br)cn2)C1c1ccc(Br)cc1 (centres undefined) | -18.3 | -4.4% | 0.0% | -5.4% | ? | -0.6 | 0.7% | 7.8% | -7.2
Cc1ccc(CS(=O)(=O)Cc2ccc(C(=O)NC3CCCC3)o2)cc1 | nt | 4.5% | 0.8% | -0.4% | 5.0% | nt | -3.9% | -6.9% | -12.1
Cc1cc(C)nc(/N=C(\N)N2CCCCCC2)n1 | -1.6 | nt | 0.0% | 1.3% | -3.7% | 0.4 | -5.7% | -3.8% | -5.7
CCCc1ncc(CN2CCCCC2C(=O)Nc2ccc(Oc3ccccc3)nc2)cn1 (centres undefined) | nt | -3.4% | 3.6% | 10.7% | 1.7% | nt | 0.4% | -3.4% | -2.5
Cn1cc(C(=O)NS(=O)(=O)Nc2ccc(Br)cn2)c2ccccc21 | 10.8 | 0.6% | -6.5% | -6.0% | -3.0% | 0.0 | 1.9% | 82.6%[activator] | 2.2
CC(C)c1ccc(OCC(=O)NNC(=O)c2cnccn2)cc1 | nt | -13.3% | -2.1% | 8.0% | 0.8% | nt | 4.3% | 0.2% | -10.1
CCCCc1ccc(-c2nn[nH]n2)nc1 | nt | nt | -11.6% | -4.6% | -2.9% | nt | 1.1% | nt | -3.0
CCOc1cc(/C=C2/C(=N)N3N=C(CC)SC3=NC2=O)ccc1OC(=O)c1ccco1 | -4.3 | 12.1% | 10.2% | ? | -4.8% | -3.0 | -2.5% | -9.4% | -4.9
COc1ccccc1NC(=O)c1ccc(NC(=O)COC(=O)C2CCCO2)cc1 (centres undefined) | 41.3* | -4.2% | nt | 1.6% | 1.2% | 0.3 | -0.3% | -7.0% | -8.3
CCOc1ccc(S(=O)(=O)NCCC(=O)NCC2COc3ccccc3O2)cc1 (centres undefined) | -9.4 | -21.5% | 496.2%[activator] | 0.2% | 2.7% | -0.3 | -2.4% | -8.9% | -2.3
CSc1ccc(NC(=O)NCCCN2CCC(Cc3ccccc3)CC2)cc1 | -14.2 | 1.4% | ? | 6.1% | 0.2% | -1.3 | -3.4% | -2.6% | -2.5
CCOc1ccc(NC(=O)c2c(OC)cccc2OC)cc1 | -5.7 | 9.5% | -0.8% | 2.7% | -2.1% | 1.3 | -1.0% | -9.7% | -1.4
CCOC(=O)Cn1c(=N)n(Cc2ccccc2)c2ccccc21 | nt | 21.5% | -5.7% | -6.6% | 1.1% | nt | -4.5% | -21.7% | 0.0
COCCNC(=O)C(C)N1c2cccc3cccc(c23)S1(=O)=O (centres undefined) | 12.5 | -7.0% | 0.0% | nt | -0.1% | 0.6 | -1.6% | -11.4% | 12.8
CC1Cn2c(nnc2-c2ccccc2O)S1 (centres undefined) | -0.6 | -5.9% | 445.4%[activator] | -2.2% | 2.2% | -0.3 | 0.2% | 22.2% | 6.0
N=C1C(=O)OCC1c1ccccc1NC(=O)Nc1ccccc1 (centres undefined) | -21.2 | 3.1% | 0.0% | -1.2% | 0.9% | -0.1 | -0.7% | -2.1% | -3.0
O=C(O)c1ccc2c(=O)n3c(nc2c1)/C(=C/c1ccccc1OC(F)F)CC3 | -20.7 | 0.0% | -19.7% | -14.7% | ? | 1.0 | -2.5% | 1.6% | -0.9
Cc1ccc(SCC(=O)NC(=O)NC(C)C)c(C)c1 | -2.1 | 15.0% | 7.8% | 7.4% | -11.9% | -0.8 | -1.8% | -24.4% | -3.8

As entered above:
In D2 agonist, `CCOc1ccc(S(=O)(=O)NCCC(=O)NCC2COc3ccccc3O2)cc1` (centres undefined) is listed with -0.3
In D2 antag, `O=C(O)c1ccc2c(=O)n3c(nc2c1)/C(=C/c1ccccc1OC(F)F)CC3` is listed with -20.7

The list continues.
SMILES | D2 antag | ERG Ets-DNA blk | 12-LOX inh | Vif-A3F inh | Vif-APOBEC3G blk | D2 agonist | GRP78 ERSR act | RGS4 inhibitor | LDHA block
COc1ccc(OC)c(NC(=O)C2CC(=O)N(Cc3ccco3)C2)c1 (centres undefined) | -3.3 | 4.9% | ? | -2.7% | 0.7% | -0.3 | -2.5% | -22.5% | -3.8
Cc1ccc(C)c(N2CCN(C(=O)c3cc4c(=O)n(Cc5cccnc5)ccc4nc3C)CC2)c1 | nt | 9.4% | 3.3% | 7.6% | -1.5% | nt | -3.6% | -17.6% | 0.9
CNS(=O)(=O)c1ccc(CNC[C@H]2O[C@@H](n3cnc4c(=O)[nH]c(N)nc43)[C@H](O)[C@@H]2O)cc1 | nt | nt | -0.3% | nt | -1.0% | nt | -4.5% | nt | -5.2
CCc1cc(C(=O)Nc2sc(C)c(CC)c2C#N)no1 | nt | -2.5% | -16.2% | 0.3% | -20.4% | 0.0 | 1.6% | ? | -18.3
CCSc1nnc(Cc2cc(=O)[nH]c(=O)[nH]2)n1-c1cccc(C)c1 | -5.2 | -13.4% | 1.2% | 2.7% | 4.2% | 0.6 | -2.4% | 1.8% | -2.2
Cc1c(C=C2C(=O)c3ccccc3C2=O)cc(C#N)n1C | -3.4 | -5.8% | nt | 3.0% | 4.1% | 1.0 | -5.9% | 1.1% | -2.0
CCN(CC)c1c([N+](=O)[O-])c(=O)n(CC)c2ccccc12 | -17.0 | 93.3%[activator] | 121.6%[activator] | 3.0% | 0.2% | -0.3 | -4.5% | -7.6% | 1.0
CCC(CC)C(=O)Nc1ccccc1-n1cccc1 | 6.0 | -2.0% | 15.9% | 6.2% | -1.1% | -0.6 | -4.1% | -15.1% | -1.1
COc1cccc(N2CCN(C(=O)C3CCC(CNS(=O)(=O)c4ccc(Br)s4)CC3)CC2)c1 (centres undefined) | nt | -0.3% | -25.8% | 1.1% | -4.1% | 0.2 | -2.8% | 25.6% | -13.8
CCCNS(=O)(=O)c1ccc(NC(=O)c2cccnc2)cc1 | -2.5 | 3.0% | -3.7% | -7.9% | 0.6% | -0.1 | -4.1% | 16.5% | -3.7
COc1ccccc1N1CCN(C(=O)Cn2ncc3c(=O)oc4ccc(C)cc4c32)CC1 | nt | 4.4% | 5.2% | -5.1% | 1.6% | 0.1 | -4.0% | 8.6% | -2.2
N[C@@H](Cc1ccc(O)cc1)c1nnc([C@H](CO)NC(=O)C2CCNCC2)o1 | -0.4 | 9.0% | 6.9% | -2.1% | 0.2% | 0.2 | -3.5% | 3.5% | -1.3
COc1ccccc1NC(=O)c1cc2c(s1)-c1ccccc1S(=O)(=O)C2 | 3.5 | -3.9% | -1.2% | -9.4% | -2.1% | -1.0 | -5.4% | -45.1% | -7.4
CCOCCCNC(=O)C(c1ccc(Cl)cc1)N(Cc1cccs1)C(=O)c1ccccn1 (centres undefined) | 3.4 | -0.6% | -22.7% | 1.9% | 0.3% | 1.1 | -7.4% | -9.0% | -8.5
C/C(CC(=O)Nc1ccccc1Cl)=N\NC(=O)C(=O)NCCO | 5.2 | 10.2% | 2.3% | 1.8% | 0.3% | 0.9 | -4.1% | 0.0% | -0.8
CN1C(=O)C(O)(CC(=O)c2cccc(-n3cccc3)c2)c2ccccc21 (centres undefined) | -4.0 | 5.8% | -6.9% | -11.6% | 0.2% | -2.5 | 7.7% | -39.4% | 0.6
Cn1c(C(=O)N(Cc2ccccc2)Cc2ccccn2)cc2sccc21 | 4.6 | 0.7% | -8.1% | -1.4% | 1.6% | 0.8 | 0.9% | -25.4% | -1.1
COc1ccccc1CNC(=O)c1ccc2c(=O)n(CC3CCCO3)c(=S)[nH]c2c1 (centres undefined) | -6.3 | -12.3% | -12.4% | 13.9% | -0.1% | 0.0 | -6.1% | 1.8% | -6.9

Arranged by value in ERG Ets-DNA blk (largest number first): 3 of the compounds above.
structure	D2 antag	ERG Ets-DNA blk	12-LOX inh	RGS4 inhibitor
COc1ccccc1N1CCN(C(=O)Cn2ncc3c(=O)oc4ccc(C)cc4c32)CC1	nt	4.4%	5.2%	8.6%
Cc1[nH]n(-c2ccccc2)c(=O)c1C(c1cc(Cl)ccc1O)c1c(C)[nH]n(-c2ccccc2)c1=O	nt	3.9%	?	?
CCOc1ccc(S(=O)(=O)NCCC(=O)NCC2COc3ccccc3O2)cc1 (centres undefined)	-9.4	-21.5%	496.2%[activator]	-8.9%

From PubChem
